Source: PubChem (several laboratories)
TNFa cytotox: HUVEC cytotoxicity counter-screen, TNF alpha stimulated; HUVEC TNFalpha-stimulated, Hoechst cell count, imaging; AID 848; cell count reduction, % at 2 µM; 0.17% of 93,000 active;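 active means cell count reduction exceeding the screen mean by over 5 SD, scaled to untreated wells per plate, cut at about 78% in these data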;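 further: cells counted after 24 h of TNF alpha exposure following the 1 h pretreatment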
hDAT+cocaine: human DAT dopamine uptake with cocaine, either direction | 1.3% of 110,000 active | B-score at 10 µM | Q01959 | LLC-PK1 hDAT cells, [14C]-dopamine uptake with cocaine IC80; actives deviate in either direction;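 active means Z score or B-score, a plate-position-corrected score, falls beyond the plate's 99.7% confidence bounds, in either direction; inactive means both scores lie inside the 99.7% bounds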;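 further: scored against the spread of the other compound wells on the same plate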
Target sequence (Q01959 whole entry, looked up): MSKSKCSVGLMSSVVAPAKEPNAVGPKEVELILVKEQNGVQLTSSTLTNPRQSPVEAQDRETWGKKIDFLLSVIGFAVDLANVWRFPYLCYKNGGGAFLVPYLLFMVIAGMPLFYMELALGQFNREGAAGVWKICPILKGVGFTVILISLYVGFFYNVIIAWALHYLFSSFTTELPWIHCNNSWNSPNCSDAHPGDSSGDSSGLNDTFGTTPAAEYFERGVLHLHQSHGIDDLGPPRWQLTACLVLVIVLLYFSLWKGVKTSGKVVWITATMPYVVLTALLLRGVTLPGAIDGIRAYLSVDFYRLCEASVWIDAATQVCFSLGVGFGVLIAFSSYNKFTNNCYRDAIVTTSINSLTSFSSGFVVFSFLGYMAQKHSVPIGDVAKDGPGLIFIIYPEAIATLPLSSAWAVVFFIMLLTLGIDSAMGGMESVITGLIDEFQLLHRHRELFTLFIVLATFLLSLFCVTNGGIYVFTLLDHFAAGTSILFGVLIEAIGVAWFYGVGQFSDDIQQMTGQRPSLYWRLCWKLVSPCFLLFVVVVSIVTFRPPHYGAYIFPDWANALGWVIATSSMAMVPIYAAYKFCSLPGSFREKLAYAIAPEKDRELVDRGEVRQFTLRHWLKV
Candida biofilm: kills Candida albicans biofilms; C. albicans biofilm + clotrimazole, Alamar Blue; inhibition, % at 6 µM; 0.14% of 85,000 active;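 active means inhibition above 20%; inactive means inhibition below 20%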;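 further: preformed 24 hr biofilms exposed to compound for 48 hr; 0% = biofilm without compound and 100% = blank killed by clotrimazole plus chlorhexidine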
IL1B cytotox: HUVEC cytotoxicity counter-screen, IL-1B stimulated | HUVEC cell count loss, Hoechst imaging | cell count reduction, % at 2 µM | 0.41% of 94,000 active | AID 845;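 active means cell count reduction more than 3 SD above the screen-wide mean, cut at about 70% in these data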;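 further: normalized per plate to untreated control cells as the no-loss baseline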
VCAM1 TNFa inh: reduces TNF alpha induced VCAM1 expression in HUVEC; HUVEC TNFa-induced VCAM-1 immunofluorescence, high-content imaging; inhibition, % at 2 µM; 0.48% of 95,000 active; AID 802;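 active means inhibition above the batch mean plus 3 SD, with images confirmed as a hit by eye, cut at about 37% in these data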;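 further: 0% = TNF-stimulated DMSO wells and 100% = unstimulated control wells; not every result past the cut was called active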
PTPN22 inh 2: LYP (human) phosphatase inhibition; 0.21% of 96,000 active; recombinant LYP catalytic domain, DiFMUP fluorescence; Q9Y2R2; inhibition, % at 2 µM;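 active means inhibition at 2 µM at or above a set limit, the screen mean plus 3 SD, cut at about 24% in these data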;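 further: 0% = DMSO with enzyme and 100% = enzyme fully blocked by orthovanadate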
Smad3 inh: blocks human Smad3 binding to FoxH1 peptide. TR-FRET Smad3/Dy647-FoxH1 peptide binding, europium anti-His. inhibition, % at 25 µM. 0.29% of 88,000 active;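 active means compounds that reduce the energy-transfer binding signal between the protein and its labelled peptide by more than half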;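 further: 0% = Smad3 plus labelled peptide maximal FRET and 100% = peptide-only background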
Target sequence (P84022 whole entry, looked up): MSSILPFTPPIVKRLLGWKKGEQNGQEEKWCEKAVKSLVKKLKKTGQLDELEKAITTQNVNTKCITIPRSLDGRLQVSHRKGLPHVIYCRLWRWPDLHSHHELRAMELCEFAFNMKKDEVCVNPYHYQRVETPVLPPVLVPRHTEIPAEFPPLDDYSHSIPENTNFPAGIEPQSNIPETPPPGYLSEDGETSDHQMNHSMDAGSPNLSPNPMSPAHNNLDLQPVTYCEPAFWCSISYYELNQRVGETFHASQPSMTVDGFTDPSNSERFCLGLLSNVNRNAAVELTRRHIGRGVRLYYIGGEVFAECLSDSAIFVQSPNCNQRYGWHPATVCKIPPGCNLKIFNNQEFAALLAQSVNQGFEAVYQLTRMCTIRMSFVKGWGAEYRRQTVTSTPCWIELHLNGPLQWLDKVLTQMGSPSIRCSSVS
F-actin modifier: alters cytoskeleton assembly in HUVEC cells | HUVEC TNFa F-actin phalloidin imaging, high content | inhibition, % at 2 µM | 0.18% of 91,000 active;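 active means inhibition above the batch mean plus 3 SD and confirmed as a hit by visual image inspection, cut at about 30% in these data, passing the limit was not always enough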; further: strong numbers were not always called active
MT1-MMP txn act: activates MT1-MMP transcription. 0.16% of 86,000 active. HT1080 MT1-MMP promoter luciferase reporter, luminescence, overnight; hits give high values. activation factor at 10 µM. AID 750;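 active means activation factor of at least 2 for MT1-MMP transcription at 10 µM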
Active calls of the source: *; [ ] = dose if it differs, or a comment. A portion of the library; rates above refer to the full screens.

Results for CC(C)(C)C1=NN(C(=O)c2ccccc2)C(O)(C(C)(C)C)C1 (stereo unspecified) ?
TNFa cytotox: -4.3; hDAT+cocaine: -2.57; IL1B cytotox: -84.5; VCAM1 TNFa inh: 10.7; PTPN22 inh 2: -2.8; F-actin modifier: 1.9

How did CN(C)/C=C/C(=O)/C=C/c1cn(-c2ncc(C(F)(F)F)cc2Cl)c2ccccc12 do in these assays?
TNFa cytotox: -13.3; hDAT+cocaine: 1.29; IL1B cytotox: -10.9; VCAM1 TNFa inh: 11.0; PTPN22 inh 2: 4.5; F-actin modifier: -15.5

What do the screens show for `CSc1ncccc1C(=O)OCC(=O)N(CC(C)C)C1CCS(=O)(=O)C1` (stereo unspecified)?
TNFa cytotox: -6.6; hDAT+cocaine: -0.655; Candida biofilm: 2.6; IL1B cytotox: -6.6; VCAM1 TNFa inh: -9.6; PTPN22 inh 2: -14.3; Smad3 inh: 4.0; F-actin modifier: -2.4; MT1-MMP txn act: 1.2

How did Cc1sc2ncnc(NCc3ccco3)c2c1C do in these assays?
TNFa cytotox: -24.7; Candida biofilm: -7.9; IL1B cytotox: -11.6; VCAM1 TNFa inh: -5.6; PTPN22 inh 2: 10.9; Smad3 inh: 2.1; F-actin modifier: 9.0; MT1-MMP txn act: 1.2

What do the screens show for `CCCc1cc(C(=O)O)c2ccccc2n1`?
TNFa cytotox: 0.8; hDAT+cocaine: -0.347; Candida biofilm: 4.6; IL1B cytotox: -5.5; VCAM1 TNFa inh: -11.1; PTPN22 inh 2: -1.7; Smad3 inh: 1.3; F-actin modifier: -3.3; MT1-MMP txn act: 1.1

What do the screens show for `COc1ccccc1NC(=O)C1CCCN(c2cc(C)nc3ncnn23)C1` (stereo unspecified)?
TNFa cytotox: -3.0; hDAT+cocaine: 0.0767; Candida biofilm: 11.1; IL1B cytotox: 34.5; VCAM1 TNFa inh: 3.1; PTPN22 inh 2: 5.8; Smad3 inh: 9.1; F-actin modifier: 13.7; MT1-MMP txn act: 1.1

Results for Cc1cccc(-c2noc(CCC(=O)NCC3CCCO3)n2)c1 (stereo unspecified) ?
TNFa cytotox: -18.0; Candida biofilm: 7.0; IL1B cytotox: -4.6; VCAM1 TNFa inh: 7.4; PTPN22 inh 2: -20.8; Smad3 inh: -11.6; F-actin modifier: 2.8; MT1-MMP txn act: 1.3

What do the screens show for `COc1ccccc1OCCCn1c(=O)oc2ccccc21`?
TNFa cytotox: -10.3; hDAT+cocaine: -0.0602; Candida biofilm: -1.4; IL1B cytotox: -0.4; VCAM1 TNFa inh: 24.3; PTPN22 inh 2: -4.7; Smad3 inh: 7.1; F-actin modifier: 5.9; MT1-MMP txn act: 1.2

How did O=c1[nH]c2cc(Cl)ccc2n1-c1ccccc1 do in these assays?
TNFa cytotox: -24.2; hDAT+cocaine: -0.649; Candida biofilm: 0.5; IL1B cytotox: -31.2; VCAM1 TNFa inh: -3.1; PTPN22 inh 2: -11.9; Smad3 inh: 16.7; F-actin modifier: 16.7; MT1-MMP txn act: 1.1

What do the screens show for `CCOc1ccc(C(=O)CN2CCN(S(=O)(=O)c3ccc(F)cc3)CC2)cc1`?
TNFa cytotox: -42.0; Candida biofilm: 9.0; IL1B cytotox: -35.5; VCAM1 TNFa inh: -10.0; PTPN22 inh 2: 3.0; Smad3 inh: 1.8; F-actin modifier: 8.3; MT1-MMP txn act: 1

How did CCOC(=O)Cc1csc(NC(=O)C(C)(C)C)n1 do in these assays?
TNFa cytotox: 0.4; hDAT+cocaine: 1.42; Candida biofilm: 4.2; IL1B cytotox: 14.1; VCAM1 TNFa inh: -13.4; PTPN22 inh 2: 9.1; Smad3 inh: 14.7[fluorescence artefact?]; F-actin modifier: 6.9; MT1-MMP txn act: 1.4

Results for CN(C(=O)CSc1nc2ccccc2n1CCc1ccccc1)C1CCS(=O)(=O)C1 (stereo unspecified) ?
TNFa cytotox: 5.8; hDAT+cocaine: 1.37; Candida biofilm: 5.6; IL1B cytotox: -8.0; VCAM1 TNFa inh: -10.2; PTPN22 inh 2: -4.3; Smad3 inh: 10.4; F-actin modifier: -7.2; MT1-MMP txn act: 1

What do the screens show for `CCN(/N=C/c1cccs1)c1cc(=O)n(C)c(=O)[nH]1`?
TNFa cytotox: -8.5; hDAT+cocaine: 0.655; Candida biofilm: 0.4; IL1B cytotox: -2.9; VCAM1 TNFa inh: 16.7; PTPN22 inh 2: -5.1; Smad3 inh: 6.5; F-actin modifier: 1.6; MT1-MMP txn act: 1.1

How did CC(C)(C)C(=O)COC(=O)c1cccc(NC(=O)c2ccco2)c1 do in these assays?
TNFa cytotox: -91.4; hDAT+cocaine: -0.834; IL1B cytotox: -4.8; VCAM1 TNFa inh: -33.7; PTPN22 inh 2: 4.7; F-actin modifier: 14.8; MT1-MMP txn act: 1.3

How did NC(N)=NS(=O)(=O)c1ccc(N)cc1 do in these assays?
hDAT+cocaine: -0.0489; Candida biofilm: -1.2; Smad3 inh: -4.7; MT1-MMP txn act: 1.1

Results for O=c1c(CN2CCN(c3cccc(Cl)c3)CC2)coc2c(Cl)cc(Cl)cc12 ?
TNFa cytotox: -7.0; Candida biofilm: 1.7; IL1B cytotox: 4.9; VCAM1 TNFa inh: -8.3; PTPN22 inh 2: -5.5; Smad3 inh: 6.5; F-actin modifier: -9.4; MT1-MMP txn act: 1

How did C#CCSc1nnc(-c2sc3ccccc3c2Cl)o1 do in these assays?
TNFa cytotox: -7.6; IL1B cytotox: 11.5; VCAM1 TNFa inh: 17.7; PTPN22 inh 2: 5.5; F-actin modifier: 6.9

What do the screens show for `Cc1cc(Nc2nc3ccccc3nc2Cl)n(-c2ccccc2)n1`?
TNFa cytotox: -6.2; hDAT+cocaine: -0.307; Candida biofilm: 0.1; IL1B cytotox: 2.7; VCAM1 TNFa inh: 7.2; PTPN22 inh 2: -2.6; Smad3 inh: -6.3; F-actin modifier: -4.9; MT1-MMP txn act: 1.1

What do the screens show for `COc1ccc(NC(=S)N2C3CCC2CC(NC(=O)NC24CC5CC(CC(C5)C2)C4)C3)c(OC)c1` (stereo unspecified)?
TNFa cytotox: -14.8; hDAT+cocaine: -1.09; IL1B cytotox: -5.8; VCAM1 TNFa inh: -0.1; PTPN22 inh 2: 8.5; F-actin modifier: 31.5

Results for COC(=O)Cn1cnc2c(C#N)c3n(c2c1=O)CCCC3 ?
TNFa cytotox: 1.5; hDAT+cocaine: 0.0983; Candida biofilm: 3.8; IL1B cytotox: 1.1; VCAM1 TNFa inh: -10.8; PTPN22 inh 2: 13.4; Smad3 inh: 1.4; F-actin modifier: -16.9; MT1-MMP txn act: 1.1

How did CCC(c1nnnn1Cc1ccc2c(c1)OCO2)N1CCN(c2ccc(OC)cc2)CC1 (stereo unspecified) do in these assays?
TNFa cytotox: -14.1; hDAT+cocaine: -1.05; Candida biofilm: 1.4; IL1B cytotox: 4.1; VCAM1 TNFa inh: -0.3; PTPN22 inh 2: 2.4; Smad3 inh: 11.2; F-actin modifier: 14.4; MT1-MMP txn act: 1.1

How did CN1CCN(C(=O)C2(NC(=O)Nc3cccc(F)c3)CCCCC2)CC1 do in these assays?
TNFa cytotox: -14.6; hDAT+cocaine: -0.263; Candida biofilm: 6.5; IL1B cytotox: -8.5; VCAM1 TNFa inh: -1.7; PTPN22 inh 2: -2.5; Smad3 inh: 6.2; F-actin modifier: -19.5; MT1-MMP txn act: 1

What do the screens show for `CC(=O)c1ccc(N2C(=O)C3C(C2=O)C(C(=O)c2ccc(Cl)cc2)N2CCCC32)cc1` (stereo unspecified)?
TNFa cytotox: 1.9; hDAT+cocaine: 0.935; Candida biofilm: 4.6; IL1B cytotox: -2.3; VCAM1 TNFa inh: 10.9; PTPN22 inh 2: -3.7; Smad3 inh: 1.6; F-actin modifier: -12.6; MT1-MMP txn act: 1.3

What do the screens show for `COCCCNC(=O)CC(NS(=O)(=O)c1ccc(C)cc1)c1ccc(OC)cc1` (stereo unspecified)?
TNFa cytotox: -2.8; hDAT+cocaine: -1.07; Candida biofilm: 3.9; VCAM1 TNFa inh: -3.0; PTPN22 inh 2: -0.4; Smad3 inh: 18.5[fluorescence artefact?]; F-actin modifier: 6.9; MT1-MMP txn act: 1.1

Results for O=C(Oc1ccc2c3c(c(=O)oc2c1)CCCC3)c1ccco1 ?
TNFa cytotox: -3.4; hDAT+cocaine: -0.197; Candida biofilm: -1.7; IL1B cytotox: -10.0; VCAM1 TNFa inh: -12.3; PTPN22 inh 2: -5.6; Smad3 inh: 6.7; F-actin modifier: -5.3; MT1-MMP txn act: 1.2

What do the screens show for `COc1ccc(CC(NC(C)=O)C(=O)NC2CCN(C(=O)Nc3ccc(C#N)cc3)CC2)cc1OC` (stereo unspecified)?
TNFa cytotox: 11.3; hDAT+cocaine: -1.24; Candida biofilm: 6.7; IL1B cytotox: -118.3; VCAM1 TNFa inh: -6.2; PTPN22 inh 2: 2.6; Smad3 inh: -5.0; F-actin modifier: -13.8; MT1-MMP txn act: 1.1

How did COc1cc(CNn2nnnc2N)ccc1OCC(=O)NC(C)(C)C do in these assays?
TNFa cytotox: -16.0; hDAT+cocaine: -0.807; Candida biofilm: 1.4; IL1B cytotox: 5.8; VCAM1 TNFa inh: -11.9; PTPN22 inh 2: -2.3; Smad3 inh: 3.9; F-actin modifier: 18.4; MT1-MMP txn act: 1.2

What do the screens show for `N#C/C(=C\c1cn(CCOc2ccccc2)c2ccccc12)C(=O)NCC1CCCO1` (stereo unspecified)?
TNFa cytotox: -19.6; hDAT+cocaine: -0.128; IL1B cytotox: -20.8; VCAM1 TNFa inh: 4.1; PTPN22 inh 2: -8.4; F-actin modifier: -13.3

What do the screens show for `O=C(CN1C(=O)CSc2ncccc21)NCCN1CCOCC1`?
TNFa cytotox: -33.9; hDAT+cocaine: -0.794; Candida biofilm: 9.3; IL1B cytotox: 4.4; VCAM1 TNFa inh: 18.7; PTPN22 inh 2: 3.8; Smad3 inh: -4.4[fluorescence artefact?]; F-actin modifier: 4.8; MT1-MMP txn act: 1.2

How did CCn1nc(C(=O)NCCc2ccc(S(N)(=O)=O)cc2)c2ccccc2c1=O do in these assays?
hDAT+cocaine: -1.07; Candida biofilm: 4.9; Smad3 inh: -8.7; MT1-MMP txn act: 1

How did Cc1ccc(S(=O)(=O)NC2=NCN(Cc3cccnc3)CN2)cc1 do in these assays?
TNFa cytotox: -25.0; hDAT+cocaine: -1.22; Candida biofilm: -2.8; IL1B cytotox: -9.2; VCAM1 TNFa inh: -34.1; PTPN22 inh 2: -8.4; Smad3 inh: -4.1; F-actin modifier: -9.1; MT1-MMP txn act: 1.2

What do the screens show for `Cc1cc(C)c(NC(=O)CSc2nnc(-c3ccncc3)n2Cc2ccco2)c(Cl)c1`?
TNFa cytotox: -12.4; hDAT+cocaine: 2.71; Candida biofilm: 3.8; IL1B cytotox: 6.6; VCAM1 TNFa inh: 2.8; PTPN22 inh 2: -9.3; Smad3 inh: -5.5; F-actin modifier: -8.3; MT1-MMP txn act: 1

Results for Cc1cc(=O)oc2cc(OCC(=O)OCC(=O)NCc3ccc4c(c3)OCO4)ccc12 ?
TNFa cytotox: -7.2; hDAT+cocaine: 0.223; Candida biofilm: 10.8; IL1B cytotox: -11.9; VCAM1 TNFa inh: -8.7; PTPN22 inh 2: -6.3; Smad3 inh: 13.6; F-actin modifier: 8.4; MT1-MMP txn act: 1.2

Results for Cc1cccc(Cn2c(N(C)Cc3ccccc3)nc3c2c(=O)[nH]c(=O)n3C)c1 ?
TNFa cytotox: 27.5; hDAT+cocaine: -0.973; Candida biofilm: 13.6; IL1B cytotox: 9.5; VCAM1 TNFa inh: -2.6; PTPN22 inh 2: -2.9; Smad3 inh: -1.7; F-actin modifier: -8.0; MT1-MMP txn act: 1.1
